Pf Dd2 inh: blocks in vitro growth of P. falciparum Dd2 | P. falciparum Dd2 growth, SYBR Green, 72 h | Potency, µM (titrated, usually from 28.9 µM), for the others: at the highest dose activity, negative = inhibition, most hits filed as inhibitors | 4.3% of 120,000 active; active means well fitted inhibition curve with a large enough effect; inconclusive means small, poorly fitted or top-dose-only effect; inactive means no such curve, though single readings can be large or run the other way;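 further: plate controls were DMSO vehicle for no effect and reference drug for full effect; nearly all actives have a fitted effect of over 65% in size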
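Infected erythrocytes (Dd2, 0.3% parasitemia, 2.5% hematocrit final) are added to compound in RPMI-1640/Albumax II medium, grown 72 h at 37C in low oxygen, then lysed with saponin/Triton-X containing SYBR Green and read by fluorescence.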
Starred values were filed as active, the others as inactive; i = inactive; ? = inconclusive; [ ] = dose if it differs, or a comment. Potency means the concentration at half of the fitted maximal effect. The list is partial; count on the stated rates, not on these rows.

SMILES	Pf Dd2 inh
O=C(Nc1ccccc1F)N1CC2CCC(C1)N2Cc1cccc(-c2cccnc2)c1	-18.6%
COCCOc1ccc(C(=O)N[C@@H]2CNCCC[C@H]2O)cc1	48.5%[activator][44.1 µM]
COCC(=O)N1C[C@@H]2C[C@H]1C(=O)N(Cc1ccc(OC)cc1)c1ccccc1O2	1.4%[44.1 µM]
Cc1ccc(-c2csc(=Nc3ccccc3)n2Cc2ccc3c(c2)OCO3)cc1C	?
CCN(CCn1cccn1)C(=O)c1ccc(OC2CCN(C(=O)C3CC3)CC2)cc1	-6.0%
COc1cccc(CC(=O)NC(C)C(=O)N2CCN(c3ccccn3)CC2)c1 (stereo unspecified)	i
Cc1nn(C)c2c1c(C(F)(F)F)cc(=O)n2CC(=O)N1CCC(C)CC1	8.6%
CCNC(=O)N1CC(C(=O)N(C)C)C2(CCOCC2)C1 (stereo unspecified)	-6.8%
Cc1cn2nc(C(=O)Nc3ccc(C(=O)NCCc4cccs4)cc3)cc2c(=O)[nH]1	?
O=c1[nH]c2cccnc2n1Cc1ccccc1	11.5%[44.1 µM]
CCN1C(=O)C2CC3(CCN(C(=O)Cn4c(=O)oc5ccccc54)CC3)CN2C1=O (stereo unspecified)	?
COc1ccc(C(=O)N2CCC(N3C(=O)C(OC)C34CCOCC4)CC2)c(OC)c1 (stereo unspecified)	-0.6%
Cc1ccc(Cn2c(C(=O)O)c(CNC3CCCCCC3)c3ccc(C)cc32)cc1	1.6%
Cc1cc(Cl)ccc1OCC(=O)N1CCc2nn(C)c(=O)n2CC1	-3.9%
COc1ccc(C(=O)NC(C(=O)NCC(C)C)C2CCN(C(=O)c3ccccc3C)CC2)cc1 (stereo unspecified)	i

Two entries from above, in markdown.
| canonical_smiles | Pf Dd2 inh |
| --- | --- |
| COCC(=O)N1C[C@@H]2C[C@H]1C(=O)N(Cc1ccc(OC)cc1)c1ccccc1O2 | 1.4%[44.1 µM] |
| Cc1ccc(-c2csc(=Nc3ccccc3)n2Cc2ccc3c(c2)OCO3)cc1C | ? |

A stretch from the list above, for reference:
SMILES	Pf Dd2 inh
Cc1ccc(Cn2c(C(=O)O)c(CNC3CCCCCC3)c3ccc(C)cc32)cc1	1.6%
Cc1cc(Cl)ccc1OCC(=O)N1CCc2nn(C)c(=O)n2CC1	-3.9%
COc1ccc(C(=O)NC(C(=O)NCC(C)C)C2CCN(C(=O)c3ccccc3C)CC2)cc1 (stereo unspecified)	i

Additional compounds:
SMILES	Pf Dd2 inh
CCn1ncc(CN2C[C@@H](COCC3CC3)[C@H](c3ccccn3)C2)c1C	?
Cc1cnc(C(=O)N[C@@H]2CCC[C@@H]2C(=O)NC2CCCCCC2)cn1	8.8%
COc1ccccc1C(=O)N1CCC(Oc2ccccc2)C1 (stereo unspecified)	i
CCN1c2cc(C(=O)NCc3ccc(F)cc3)ccc2C(=O)N2CCCCC21 (stereo unspecified)	?
Cc1noc2c(NCCCn3ccnc3)cc(-c3ccccn3)nc12	-11.4%[44.1 µM]
CNC(=O)[C@@H]1CN(C(=O)CCc2cc(OC)no2)C[C@H]1c1n[nH]c(C)n1	6.1%
Cc1cnc(C(=O)N2C[C@H]3OC(=O)N(CCc4cccc(Cl)c4)[C@H]3C2)[nH]1	-7.8%
COCc1nc(NCCCN2CCOCC2)cc(C2CC(N)C2)n1 (stereo unspecified)	-14.8%
COCCN(CCOC)C(=O)[C@@H](C)C1CC[C@@]2(C)CC[C@H](NC(=O)COC)[C@@H](C)[C@@H]2[C@H]1O (stereo partly specified)	-9.1%
Cn1cc(CN2C[C@H](C(=O)NCc3cccnc3)C[C@H]2c2cccc(C(F)(F)F)c2)cn1	-2.8%
COC(=O)CC1CCN(C(=O)CC[C@H]2NC(=O)c3ccccc3NC2=O)CC1	-2.2%
O[C@H]1CC[C@@H](Cc2cc(CN3CCOCC3)on2)O[C@@H]1CNCc1ccccc1Cl	i
Cc1cccc(OCC2(CNC(=O)C3CCCC3)C[C@@H](O)[C@@H](O)C2)n1 (stereo partly specified)	i
CCOc1cccc(CN(CCO)Cc2nccn2-c2ccc(OC)cc2)c1	?
COc1ccc(-c2cc(CC3(N(Cc4ccc(CO)o4)Cc4ccc(CO)o4)COC3)no2)cc1	i

Some of the entries so far, with each value named:
> Cc1noc2c(NCCCn3ccnc3)cc(-c3ccccn3)nc12
  Pf Dd2 inh: -11.4%[44.1 µM]

> CNC(=O)[C@@H]1CN(C(=O)CCc2cc(OC)no2)C[C@H]1c1n[nH]c(C)n1
  Pf Dd2 inh: 6.1%

> Cc1cnc(C(=O)N2C[C@H]3OC(=O)N(CCc4cccc(Cl)c4)[C@H]3C2)[nH]1
  Pf Dd2 inh: -7.8%

Next section.
SMILES	Pf Dd2 inh
O=C1CC(c2ccccc2)N(C(=O)CNC(=O)c2cc3ccccc3[nH]2)CCCCCCN1 (stereo unspecified)	?
Cn1cc(Cl)cc1C(=O)N[C@H](C1CCNCC1)C1CC(O)C1 (stereo partly specified)	-11.8%
CC(=O)N1CCN(Cc2nnc3cc(-c4nc(-c5ccccc5)no4)ccn23)CC1	?
Cc1cc(C[C@@H]2COC[C@@H]2NC(=O)C2CCN(C(=O)C3CC3)CC2)on1	6.8%
CCCCN(CCCC)CCNC(=O)c1cn(CC)c2ccc(S(=O)(=O)N(C)C3CCCCC3)cc2c1=O	-17.8%
O=C(Nc1cccc(-c2nc3cccnc3s2)c1)c1cccc(Br)c1	?
O=C1Nc2ccccc2CC12CCN(Cc1ccc(C(F)(F)F)cc1)CC2	?
Cc1cccc(NC(=O)C2CCN(S(=O)(=O)c3ccc(F)cc3)CC2)c1C	16.5%
C=CCCC(CN1CCOCC1)Oc1ccc(Cn2ccnc2)cn1 (stereo unspecified)	-14.9%
CCCCc1nn(CC(=O)N2CCCCCC2)c(=O)n1Cc1ccccc1	2.6%
O=C(c1ccccc1)N1CCN2C(=O)N(C3CCOCC3)C[C@H]2C1	11.5%[44.1 µM]
c1c(CC2CCCCC2)nnn1[C@H]1CO[C@H]2[C@@H]1OC[C@@H]2NCC1CCCCC1	-9.0%[44.1 µM]
Cc1cc(=O)n2[nH]c(NC(=O)c3cccc(Cl)c3)nc2n1	?
CC(C)(C)c1ccc(C(=O)NNc2ncnc3c2cnn3-c2ccccc2)cc1	0.2%
O=C(NCCc1ccc(Cl)cc1)c1nnc(Cc2ccc(Cl)cc2Cl)o1	9.7%
CN(C)C[C@@H]1CN(S(C)(=O)=O)C[C@H]1NC(=O)c1cscn1	i
O=C([C@@H]1C[C@H](F)CN1S(=O)(=O)Cc1ccccc1)N1CCOCC1	-17.6%
CCOc1cccc(NC(=O)C2CC(=O)N(CC)C(=Nc3ccc(F)cc3)S2)c1 (stereo unspecified)	?
Cc1ccc(CCNC(=O)CCn2c(=O)c3cccn3c3ccc(F)cc32)cc1	-0.6%
CN1CCN(C(=O)[C@@H]2CCC[C@@H](NCc3nccn3C)CN(C)C(=O)C2)CC1	7.9%[44.1 µM]
NC(=O)N1CCCC(C(=O)N2CCN(c3nsc4ccccc34)CC2)C1 (stereo unspecified)	7.0%
Cn1c(=O)c2c(SCC(=O)NCC3CCCO3)nc(-c3cccc(F)c3)nc2n(C)c1=O (stereo unspecified)	53.4%[activator][0.594 µM]
CCC(=O)Nc1cccc(C(=O)OCc2cc(=O)n3nc(CC)sc3n2)c1	i
CC(=O)N1CCC([C@@H]2CN(Cc3ccc(C)s3)C[C@H]2CO)CC1	15.7%
CCC(=O)N1CCc2cc(S(=O)(=O)CCC(=O)NCc3cccc(OC)c3)ccc21	13.0%
Cc1nc2scc(CC(=O)NCc3ccco3)n2c(=O)c1-c1cc(C)n(-c2cccc(F)c2)n1	i
CN(Cc1cn[nH]c1-c1ccccc1)CC1CCCN(CCc2ccc(F)cc2)C1 (stereo unspecified)	?
c1ccc(CC2=NOC3(CCN(Cc4ccccc4)C3)C2)cc1 (stereo unspecified)	4.47µM*
CCOC(=O)c1ccc(N2C(=O)c3n[nH]c(-c4ccco4)c3C2c2ccc(C(=O)OC)cc2)cc1 (stereo unspecified)	?
Cc1nn(-c2ccc(C(C)(C)C)cc2)c(C)c1[C@@H]1C=C[C@@H](NC(=O)COCC(=O)O)C1	1.7%[44.1 µM]

Of the compounds above, 2 have a thiophene ring, fused or not.
SMILES	Pf Dd2 inh
Cc1cn2nc(C(=O)Nc3ccc(C(=O)NCCc4cccs4)cc3)cc2c(=O)[nH]1	?
CC(=O)N1CCC([C@@H]2CN(Cc3ccc(C)s3)C[C@H]2CO)CC1	15.7%

More records
SMILES	Pf Dd2 inh
O=C(NC1CCCCC1)c1ccc2c(c1)sc1nc(-c3ccc(F)cc3)cn12	-10.0%
COc1ccc(CN2C=C(C(=O)OCc3noc(C)n3)C(C)=NS2(=O)=O)cc1	13.7%
Cc1cc(C)c(CNC(=O)c2cc(-c3ccccc3C)cc3c2OCCN3C)c(=O)[nH]1	?
COc1ccc(-c2cc(N3CCN(C(=O)c4ccc(N(C)C)cc4)CC3)n[nH]2)cc1	?
O=C(c1ccc2[nH]ncc2c1)N1CCOCC12CCN(Cc1cccc(OC(F)(F)F)c1)CC2	-1.9%
NCCC(=O)N1CCC2(CC1)C(=O)NCN2C(=O)Cc1cccc(Cl)c1	1.1%
Cc1ccccc1NC(=O)NCC1CCOCC1	13.0%
CC(=O)Nc1ccc(NS(=O)(=O)c2ccc3c(c2)CCCN3C(C)=O)cc1	0.9%
N#Cc1ccc(C(=O)N2CCCC(n3cc(-c4nc(-c5ccccc5)no4)nn3)C2)cc1 (stereo unspecified)	4.47µM*
CCOc1ccc(CCNC(=O)CCCc2cc(-c3ccc(OCC)cc3)on2)cc1	-11.8%
CCNC(=O)CCc1c(C)nn(-c2ccccc2)c1Oc1ccccc1F	i
CCC(=O)Oc1ccc(C2Nc3ccccc3-c3nnc(SC)nc3O2)cc1 (stereo unspecified)	23.3%
CC1=C[C@@H](CN2CCN(CCO)CC2)[C@H](C(C)C)C[C@H]1Cc1nnc(-c2ccncc2)o1	?
COc1ccc(OC)c(NC(=O)c2cc(-c3ccc(Cl)s3)nc3ccccc23)c1	-18.4%
COc1ccc(CCC(=O)NCc2ccc3c(c2)CCN3C(=O)c2ccccc2)cc1	6.31µM*
Cc1ccc(CCC(=O)N2C[C@@H](C)[C@@](C)(O)C2)cc1C	4.5%
Cc1nc(-c2c3n(c(=O)n(CC(=O)Nc4ccccc4C)c2=O)CCCCC3)no1	i
O=C(CCc1cc2n(n1)CCCN(Cc1ccccc1)C2)N1CCOCC1	-6.9%
CCc1noc(-c2cn(C3CCN(C(=O)c4cccc5[nH]ccc45)CC3)nn2)n1	?
COc1cc2c(cc1OCc1ccccc1)NC(=O)C21CCN(c2nc(C)cnc2C)CC1	?
Cc1ccc(NC(=O)Cn2c(=O)n(Cc3ccco3)c(=O)c3ccccc32)c(C)c1	-2.1%
COc1ccc(CCNC(=O)NCc2noc3ccc(C)cc23)c(OC)c1	?
CCc1ccc(CNC(=O)CCN2C(=O)COc3ccccc32)cc1	49.6%[activator]
O=C(c1ccccc1)c1ccc2nc(Nc3ccccc3Cl)c3nncn3c2c1	i
Cc1ccc(-c2[nH]c3c(c2-c2c(-n4cccc4)n(C)c(=O)[nH]c2=O)c(=O)[nH]c(=O)n3C)cc1	11.1%
COCC[C@]1(O)CCN(C(=O)c2ccc(OCC(N)=O)cc2)C[C@H]1C	-0.9%
CC(C)NC(=O)C1CCC(Cn2c(=O)c3sccc3n(Cc3ccc(F)cc3)c2=O)CC1 (stereo unspecified)	-8.1%
O=C(c1ccc(F)c(F)c1)N1CCCC(c2noc(COc3ccccc3F)n2)C1 (stereo unspecified)	i
COc1cc(NC(=O)CC2CCCN(c3cnn(C)c(=O)c3)C2)cc(OC)c1 (stereo unspecified)	i
O=C(CSc1nc2c(cnn2-c2ccc(F)cc2)c(=O)[nH]1)Nc1ccc(Br)cc1	11.2%
CCC(=O)N1CCc2c(C(=O)NCc3ccc(OC)cc3)cccc21	?
O=C1NCCCCCCN(C(=O)Nc2ccc(F)cc2)[C@H]2CCC[C@@H]12	2.4%
Cc1cccc(NC(=O)NCC2Cn3cccc3C(=O)N2C)c1 (stereo unspecified)	i
CC(=O)c1ccc(N2CCN(C(=O)C3CCN(S(=O)(=O)c4ccc(Br)s4)CC3)CC2)cc1	?
CNC(=O)c1c(-c2cnn(C)c2NCCc2ccccc2)noc1C	-15.6%[44.1 µM]
O=C(NCc1ccncc1)C1CN(Cc2ccc(Br)cc2)CC12CCOCC2 (stereo unspecified)	i
Cc1nc(-c2ccc(C)c(N3CCN(C(=O)Nc4ccc(Br)cc4)CC3)c2)no1	i
COc1ccc(-c2nc(C)nc3c2CCN(C(=O)c2ccccn2)CC3)cc1	0.4%
O=C(c1ncn[nH]1)N1CCc2ccc(S(=O)(=O)NCC3CCCO3)cc2C1 (stereo unspecified)	17.3%
O=C(C1CCc2ncc(-c3ccsc3)n2C1)N1CCN(c2ccccn2)CC1 (stereo unspecified)	i
CCCCN(C)S(=O)(=O)c1ccc(C(=O)Nc2sc3c(c2C(=O)OCC)CCN(C(C)C)C3)cc1	6.31µM*
COc1cccc(CNC(=O)CCC(=O)N2CC(C)Sc3ccccc32)c1 (stereo unspecified)	25.1%
Cn1cc(CC(=O)N2CCCc3ncc(C(=O)NCCc4ccccn4)cc32)c2ccccc21	?
O=C(COc1ccc(Cl)cc1)Nc1nnc(S(=O)(=O)N2CCCCCC2)s1	-9.8%
CC1(c2ccccc2)N(Cc2cccnc2)C(=O)OC12CCN(Cc1ccccc1O)CC2 (stereo unspecified)	i
CCCN(CC1CCOC1)C(=O)Nc1ccccc1C (stereo unspecified)	-4.9%
COCC(=O)N1CCN(C(C)=O)C[C@@H]1C(=O)N[C@H](C)C(=O)OC	16.9%[44.1 µM]
CC(C)CCNC(=O)CN1C(=O)NC2(CCCCC2)C1=O	i
Cc1ccc(S(=O)(=O)N2CCC(n3cnnc3-c3ccccc3)CC2)cc1C	i
O=C(C1CCC1)N1CCN(Cc2ccccc2)CC(O)C1 (stereo unspecified)	-4.7%

Screening results: PubChem BioAssay, National Center for Advancing Translational Sciences (NCATS)
